Source: PubChem BioAssay (National Center for Advancing Translational Sciences (NCATS))
GCN5L2 inh: inhibitors of human GCN5L2 histone acetyltransferase; Q92830; Potency, µM (top dose mostly 58.9 µM), for inactives: at the highest dose activity change, negative = inhibition, hits mostly inhibitors; 0.21% of 390,000 active; GCN5L2 HAT assay, ThioGlo1 CoA-SH fluorescence
Target sequence (Q92830 whole entry, looked up): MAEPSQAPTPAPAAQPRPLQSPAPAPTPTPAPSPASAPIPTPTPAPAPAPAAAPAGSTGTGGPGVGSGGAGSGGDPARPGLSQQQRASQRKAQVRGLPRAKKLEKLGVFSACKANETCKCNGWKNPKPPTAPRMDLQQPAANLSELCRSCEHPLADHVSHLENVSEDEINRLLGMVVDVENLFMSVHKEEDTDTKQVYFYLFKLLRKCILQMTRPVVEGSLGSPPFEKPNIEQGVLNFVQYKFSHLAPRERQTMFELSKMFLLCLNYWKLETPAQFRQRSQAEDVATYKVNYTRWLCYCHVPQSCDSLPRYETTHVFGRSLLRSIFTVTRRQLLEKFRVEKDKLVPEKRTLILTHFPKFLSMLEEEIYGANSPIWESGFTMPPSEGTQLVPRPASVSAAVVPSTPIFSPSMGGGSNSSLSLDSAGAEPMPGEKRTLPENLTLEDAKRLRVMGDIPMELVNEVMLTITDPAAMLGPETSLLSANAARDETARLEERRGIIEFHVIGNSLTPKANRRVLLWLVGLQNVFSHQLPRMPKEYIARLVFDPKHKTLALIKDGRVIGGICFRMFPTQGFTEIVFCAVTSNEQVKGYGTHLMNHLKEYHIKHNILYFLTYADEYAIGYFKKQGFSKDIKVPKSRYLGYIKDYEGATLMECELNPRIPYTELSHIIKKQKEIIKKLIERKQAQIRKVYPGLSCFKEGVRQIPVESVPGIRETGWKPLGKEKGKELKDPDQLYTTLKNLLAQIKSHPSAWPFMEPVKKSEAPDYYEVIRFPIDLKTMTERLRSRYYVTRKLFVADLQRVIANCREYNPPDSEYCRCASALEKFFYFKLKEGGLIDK
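Titration-based screen in which CoA formation is detected via maleimide probe ThioGlo1 (50uM) turning fluorescent on thiol reaction; substrates H3(1-25) 75uM and acetyl-CoA 70uM, GCN5L2 20nM, 20 min incubation at room temperature.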
DT40 TDP1 CPT: DT40-hTDP1 cell growth loss with CPT | AID 686979 | Potency, µM (titrated, usually from 46.2 µM), for the others: top-dose activity change, negative = growth inhibition, actives largely listed as inhibitors | chicken DT40 Tdp1-/-;hTDP1 cells + 20 nM CPT, ATP luminescence, 48 h | 12% of 420,000 active; further: nearly all actives have a fitted effect of over 55% in size
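Chicken DT40 Tdp1-/- cells complemented with human TDP1, 400 cells/well, exposed to compounds plus 20 nM camptothecin for at least 48 h at 37 C; viability read as ATP content by CellTiter-Glo luminescence.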
DT40 TDP1 no CPT: qHTS for Inhibitors of human tyrosyl-DNA phosphodiesterase 1 (TDP1): qHTS in cells in absence of CPT; DT40 Tdp1-/- hTDP1 cells, no CPT, ATP luminescence, 48 h; Potency, µM (doses to about 46.2 µM), for inactives: at the top dose activity change, negative = growth inhibition, hits mostly inhibitors; 15% of 420,000 active; AID 686978, 2013; further: nearly all actives have a fitted effect of over 55% in size
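A cellular qHTS used chicken DT40 cells lacking endogenous Tdp1 but carrying stably transfected human TDP1. Compounds were applied without camptothecin, and cell growth kinetics were judged by ATP-dependent luminescence after ≥48 hr.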
Active calls of the source: *; ? = inconclusive; / = no result given; [ ] = dose if it differs, or a comment. The call rests on the fitted dose curve; in most records, active means well fitted curve in the direction sought with a large enough effect; inconclusive means small, poorly fitted or top-dose-only effect, or another doubt; inactive means no such curve, though single readings can be large; an effect the other way counts as inactive or inconclusive. On the % scale 0 is the no-effect control and ±100 the full control effect; potency means the concentration at half of the fitted maximal effect.

SMILES	GCN5L2 inh	DT40 TDP1 CPT	DT40 TDP1 no CPT
Cc1sc2ncnc(N3CCN(S(=O)(=O)c4ccc(C(C)(C)C)cc4)CC3)c2c1C	-2%	9.2µM*	3.3µM*
CCC(C)NC(=O)c1n[nH]c(=O)c2ccccc12 (configuration not stated)	0%	2%	-3%
CCOc1ccc(S(=O)(=O)NCCC(=O)NC2CCCCC2)cc1	0%	-3%	-4%
CCN1CCN(c2sc(S(=O)(=O)CC)nc2S(=O)(=O)c2ccc(Cl)cc2)CC1	/	-3%	-10%
COC(=O)c1sccc1NC(=O)c1ccc(C)cc1	17%	-2%	-18%
COc1ccc(S(=O)(=O)Nc2cc(S(=O)(=O)c3ccccc3)c(O)c(C)c2C)cc1	0%	-22%	-25%
COC(=O)c1c(C(=O)OC)c(-c2ccc(C)cc2)n2c1CS(=O)C2 (configuration not stated)	-7%	0%	-4%
Cc1ccc(-c2nn3nnnc3c3ccccc23)cc1C	0%	-23%	-3%
COc1ccccc1N1CCN(CCCN2C(=O)C3CCCCN3C2=O)CC1 (configuration not stated)	/	9%	6%
Cc1ccc(S(=O)(=O)Oc2ccc(C3C4=C(CCCC4=O)OC4=C3C(=O)CCC4)cc2)cc1	-12%	23µM*	16µM*
Cc1ccc(-c2nnn(CC(=O)N(Cc3cccs3)C(C(=O)NC3CCCC3)c3ccco3)n2)o1 (configuration not stated)	-7%	-30%	-24%
CC(C)NC(=O)c1ccc(-n2c(-c3ccccc3)cc3c2CCCC3)cc1	-7%	?	?
CN(C(=O)c1ccc(NC(=O)Cc2cccc(NC(=O)C3CCN(C(=O)CCc4ccccc4)CC3)c2)cc1)C1CCCC1	0%	?	?
COc1ccc(/C=C/C(=O)NCc2cnn(C)c2C)cc1COc1ccc(Br)cc1	-16%	-9%	-10%
Cc1ccc(NC(=O)C2(C)CCN2C(=O)CCC2CCCC2)cc1C (configuration not stated)	/	?	?
CCOC(=O)c1cnc(SCc2cccc3ccccc23)nc1N	-4%	-14%	?
CCc1ccc(CCC(=O)Nc2ccc(S(N)(=O)=O)cc2)o1	-3%	-9%	-4%
Cc1cc(NC(=O)c2csc([C@@H]3O[C@H](CO)[C@H](O)[C@H](O)[C@H]3O)n2)n(C)n1	/	-17%	-2%
CCC1CCc2nc3sc(C(=O)Nc4ccc(C)cc4C)c(N)c3cc2C1 (configuration not stated)	-4%	?	23µM*
CC1CN(c2nc(Nc3ccccc3)nc(N)c2[N+](=O)[O-])CC(C)O1 (configuration not stated)	-9%	?	15µM*

Part of the list above in order of heavy-atom count, highest first.
SMILES	GCN5L2 inh	DT40 TDP1 CPT	DT40 TDP1 no CPT
CN(C(=O)c1ccc(NC(=O)Cc2cccc(NC(=O)C3CCN(C(=O)CCc4ccccc4)CC3)c2)cc1)C1CCCC1	0%	?	?
Cc1ccc(-c2nnn(CC(=O)N(Cc3cccs3)C(C(=O)NC3CCCC3)c3ccco3)n2)o1 (configuration not stated)	-7%	-30%	-24%
Cc1ccc(S(=O)(=O)Oc2ccc(C3C4=C(CCCC4=O)OC4=C3C(=O)CCC4)cc2)cc1	-12%	23µM*	16µM*
COc1ccc(/C=C/C(=O)NCc2cnn(C)c2C)cc1COc1ccc(Br)cc1	-16%	-9%	-10%
COc1ccccc1N1CCN(CCCN2C(=O)C3CCCCN3C2=O)CC1 (configuration not stated)	/	9%	6%
CC(C)NC(=O)c1ccc(-n2c(-c3ccccc3)cc3c2CCCC3)cc1	-7%	?	?
Cc1cc(NC(=O)c2csc([C@@H]3O[C@H](CO)[C@H](O)[C@H](O)[C@H]3O)n2)n(C)n1	/	-17%	-2%
Cc1ccc(NC(=O)C2(C)CCN2C(=O)CCC2CCCC2)cc1C (configuration not stated)	/	?	?
CCOC(=O)c1cnc(SCc2cccc3ccccc23)nc1N	-4%	-14%	?
CCc1ccc(CCC(=O)Nc2ccc(S(N)(=O)=O)cc2)o1	-3%	-9%	-4%
Cc1ccc(-c2nn3nnnc3c3ccccc23)cc1C	0%	-23%	-3%

The list continues:
SMILES	GCN5L2 inh	DT40 TDP1 CPT	DT40 TDP1 no CPT
Cc1ccnc(NS(=O)(=O)c2ccc(NC(=O)c3ccc(S(=O)(=O)N4CCOCC4)cc3)cc2)n1	-1%	-1%	-9%
CC(C)C(C(=O)NCC1CCCO1)N(Cc1cccs1)C(=O)CNS(=O)(=O)c1ccccc1 (configuration not stated)	-5%	17%	-19%
CC(C)(C)c1ccc(C(=O)N/C(=C\c2ccco2)C(=O)Nc2ccccc2C(=O)O)cc1	?	5%	-24%
O=C(NCCc1ccccc1F)C1CCCN(c2nc3ccccc3s2)C1 (configuration not stated)	0%	-13%	?
CCOC(=O)N1CCc2c(sc3c2c(=O)n(-c2ccc(CC)cc2)c(=O)n3CC(=O)c2ccccc2)C1	-10%	?	-15%
Cc1c(C(=O)NCCc2cccnc2)cnn1-c1ncc2c(n1)-c1ccccc1CC2	/	-10%[9.04 µM]	?
CCOC(=O)C1C(C)=CC(=O)CC1c1ccco1 (configuration not stated)	-1%	-11%	?
COC(=O)c1ccc(CN2CCCC(C(=O)Nc3cccc(-n4cccn4)c3)C2)cc1 (configuration not stated)	-25%	?	?
Nc1nc(Nc2ccccc2)sc1C(=O)c1ccccc1	-2%	-13%	?
Cc1c(-n2c(O)c(C3=c4ccccc4=NC3=O)sc2=S)c(=O)n(-c2ccccc2)n1C	-5%	?	?
CCOc1ccccc1NC(=O)CCn1cccc1	-2%	-6%	9%
CC1CCCN(C(=S)Nc2ccc(F)cc2)C1 (configuration not stated)	20%	16%	-12%
Cc1cc(C)c2c(c1)/C(=N/NS(=O)(=O)c1ccc(Br)cc1)CCC2	-1%	-20%	-17%
CC(C)NC(=O)NC(=O)CSc1ccc(S(=O)(=O)N2CCCC2)cn1	-6%	-9%	-13%
O=C(COc1cccc(Cl)c1Cl)Nc1ccc2c(c1)CCC2	0%	-2%	-14%
CCOc1cc(C)c(C(C)C)cc1S(=O)(=O)n1ccnc1CC	1%	?	?
COc1cc(C(=O)Nc2ccc(Cl)c(-c3nc4ncccc4o3)c2)cc(OC)c1OC	-3%	21µM*	16µM*
CC1(C)Oc2ccc(C(=O)Nc3ccccc3F)cc2N(CC(=O)N2CCOCC2)C1=O	-1%	-1%	-26%
CCOC(=O)NNc1ccc(C(F)(F)F)cn1	3%	9%	-7%
COc1cccc2oc3cc(C#Cc4ccccn4)ccc3c(=O)c12	-17%	?	?
COc1ccc(C2C(C#N)=C(N)Oc3c2ccc2cccnc32)cc1OC (configuration not stated)	-8%	3.3µM*	2.6µM*
Cc1cc(Cl)ccc1OCCCC(=O)Nc1cccc(-n2cnnn2)c1	-15%	?	?
Cc1nnc(SCC(=O)Nc2ccc(C(N)=O)cc2)n1-c1ccccc1	-4%	-13%	-23%
CC1=C(C(=O)OCc2ccc(C)cc2)C(c2ccc(O)c([N+](=O)[O-])c2)NC(=O)N1 (configuration not stated)	1%	-22%	?
CC(C)C(Nc1ncnc2c1oc1ccccc12)C(=O)O (configuration not stated)	-24%	16%	2%
O=c1c2ccccc2sn1-c1ccc(Cl)cc1Cl	/	6.5µM*	2.9µM*
O=C(NCC(=O)N(c1ccc2c(c1)OCO2)C(C(=O)NC1CCCC1)c1ccncc1)c1ccco1 (configuration not stated)	-1%	23µM*	23µM*
CC(=O)Nc1cccc(NC(=O)C2CC(=O)N(CCc3ccc(F)cc3)C2)c1 (configuration not stated)	-7%	-7%	?
COc1ccc(OC)c(/C=N/NC(=O)CC(=O)NC2CCCCC2)c1	-7%	9%	-19%
CCOCCCNC(=S)Nc1ccc2nc(N3CCN(CC)CC3)cc(C)c2c1	-3%	-10%	-3%
CCOCCCNC(=O)CN1C(=O)c2cccnc2Sc2ccccc21	-1%	-1%	-23%
CCn1c(COc2ccc(=O)n(-c3ccccc3)n2)nnc1SC	-5%	11%	3%
O=C(c1ccc(CS(=O)Cc2ccc(Cl)cc2)o1)N1CCN(c2ccccn2)CC1 (configuration not stated)	5%	?	?
Cc1ccc(/C=C/C(=O)N2CC(=O)Nc3ccccc32)o1	22µM*	3%	-16%
Cc1ccsc1C(=O)Nc1ccc(F)c([N+](=O)[O-])c1	0%	-8%	?
Cn1nc(C(F)(F)F)cc1-c1ccc(/C=C(\C#N)C(=O)c2ccccc2)s1	-2%	4%	-9%
CC(=O)N1C(C(=O)O)CSC1c1cccc(C)c1 (configuration not stated)	-3%	-3%	2%
Cc1ccc(CN2C(=O)SC(Nc3ccc(Cl)cc3)C2=O)cc1 (configuration not stated)	-9%	?	?
O=C(Nc1cccc(OC(F)(F)F)c1)C1Cc2c(-c3ccc(Cl)cc3)ccnc2O1 (configuration not stated)	/	?	?
CCCCN1C(=O)C(NC(C)=O)c2cc(Br)ccc21 (configuration not stated)	-10%	?	21µM*
CCOc1ccc(CCNC(=O)C2CCC(=O)N2CCc2ccccc2)cc1OCC (configuration not stated)	-2%[0.501 µM]	5%	1%
CCc1cc(Cn2nc(-c3ccccc3)cc2C(=O)NCc2cccc(Br)c2)on1	-7%	?	16µM*
COCCOC(=O)C1=C(C)NC(=O)NC1c1ccc(OC(=O)c2ccco2)c(OC)c1 (configuration not stated)	-23%	-5%	-2%
O=C(NCCC(=O)N1CCCC(C(F)(F)F)C1)c1ccccc1Cl (configuration not stated)	-6%	-3%	-12%
O=C(COC(=O)Cc1ccccc1F)Nc1ccc2c(c1)OCCO2	-6%	9%	-5%
Cc1nn(C)cc1/C=C/C(=O)c1cccs1	-8%	32%[activator]	-17%
Cc1ccc(-c2nc(CS(=O)(=O)CC(=O)NCCCN3CCN(C)CC3)c(C)o2)cc1	-1%	-5%	-24%
CCc1ccc2oc(C(=O)Nc3cc(C)ccc3C)cc(=O)c2c1	-7%	-7%	-22%
CCOC(=O)C(=CNc1cc(C)nn1-c1ccccc1)C(=O)OCC	-3%	21µM*	16µM*
O=C(Nc1ccc(S(=O)(=O)N2CCCC2)cc1)c1cc(=O)c2ccccc2o1	-8%	?	-10%
New compounds follow.
SMILES	GCN5L2 inh	DT40 TDP1 CPT	DT40 TDP1 no CPT
C=C(C)CN(CC)C(=O)CSc1ccc(S(=O)(=O)N2CCN(Cc3ccccc3)CC2)cn1	-9%	-78%	?
COc1ccc(C(=O)n2nc(-c3ccc(OC)cc3)nc2N)cc1	3%	-5%	1%
Cc1ccccc1CSCc1nc(N)nc(Nc2ccccc2C)n1	-2%	?	?
Cc1nn(-c2cc(C(F)(F)F)ccc2Cl)c2nc(C(F)(F)F)[nH]c(=O)c12	-1%	-27%	-3%
CC(NC(=O)c1ccco1)C(=O)OCC(=O)c1ccc(Cl)s1 (configuration not stated)	-7%	4%	9%
CCOc1cc(/C=C2/C(=N)N3C(=NC2=O)SN=C3S(C)(=O)=O)ccc1OS(=O)(=O)c1ccccc1	?	?	21µM*
CC(C)(C)c1ccc(C(=O)NCc2cccnc2)cc1	3%	-19%	?
COc1cccc(/C=C/C(=O)c2c(O)cc(C)oc2=O)c1O	-7%	?	?
CC(C)NC(=O)C1(C)CSCC(=O)N1CCOc1ccccc1 (configuration not stated)	/	24%	8%
CCCc1nnc(NC(=O)CCC(=O)N2CCN(Cc3ccccc3)CC2)s1	-26%	-19%	14%
Cc1sc2nc(SCc3nc4ccccc4[nH]3)n(Cc3ccco3)c(=O)c2c1C	?	?	-114%
O=C(CCCCCn1c(=S)[nH]c2ccc(N3CCOCC3)cc2c1=O)NCc1ccccc1	-9%	2%	?
COc1ccc(OCC(=O)Nc2ccc(N3CCN(C(=O)c4ccccc4)CC3)c(Cl)c2)cc1	-7%	?	12µM*
CCOC(CN=c1nc(N(C)C)ss1)OCC	/	0.58µM*	0.73µM*
Cc1cccc(NC(=O)Cn2c(=O)n(Cc3ccc(C(=O)NCc4ccc5c(c4)OCO5)cc3)c(=O)c3ccccc32)c1	3%	-25%	?
Cc1cccc(C(=O)OCC(=O)NC2CCCCCCC2)c1	-1%	-15%	6%
CCOc1ccccc1NC(=O)CSc1nnc(CNC(=O)c2cc(OC)c(OC)c(OC)c2)o1	-3%	11%	12%
Cc1cccc(C2=NN(c3ccccc3)[C@H](CO)[C@H]2c2ccccc2)c1	-17%	?	?
COc1ccc(S(=O)(=O)N(C)C)cc1NC(=O)COC(=O)c1n[nH]c2ccccc12	/	?	?
O=C(Nc1ccccc1)C1=C[C@@H](c2csc3ccccc23)C[C@@H](OCc2ccc(CO)cc2)O1	0%	?	?
CSCCC(NC(=O)c1ccccc1)C(=O)N1CCN(C(c2ccccc2)c2ccccc2)CC1 (configuration not stated)	-7%	?	?
CC(C)c1ccc(Nc2nc3c(S(=O)(=O)c4ccc(Br)cc4)nnn3c3ccsc23)cc1	-15%	?	?
Cc1ccc(-c2nc3ccccn3c2C=O)cc1	-13%	?	?
